Source: PubChem BioAssay (several laboratories)
HIF-2a inh: HIF-2a inhibition | 786-0 RCC cells HIF-2a reporter, luciferase luminescence, overnight | inhibition, % at 18.8 µM | 360,000 tested, 0.72% active;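 active = inhibition of the luminescence signal of 40% or more relative to plate controls, in a single-dose primary screen at 18.75 µM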
CaV13 ICDI inh: Disruptors of the CACNA1D IQ motif to Ca2+-dependent inactivation inhibitor domain association, primary screening, Förster resonance energy transfer in intact living … | 340,000 tested, 0.098% active | AID 743397 | HEK cells, CFP/YFP FRET ICDI-IQ, plate reader, 10 min; percent FRET-ratio fall versus neutral wells | inhibition, % at 12.3 µM;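 active = mean replicate inhibition of at least 30% and at least 1% of replicates passing that level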;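 note: 0% = median of the neutral control wells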
TRPM1 prom inh: inhibitors of MITF-driven TRPM1 promoter in melanoma cells | SK-MEL-5 TRPM1 promoter luciferase, 24 h | 330,000 tested, 0.83% active | inhibition, % at 12.5 µM | AID 488899;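 active = mean inhibition across replicates of 60% or more, whatever share of single replicates reaches that level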; note: values of inactives mirror those of a sister screen read the other way
PDI turbidity: blocks human protein disulfide isomerase activity; P07237; PDI insulin aggregation turbidity, A650, 90 min; inhibition, % at 10 µM; AID 588391; 350,000 tested, 0.052% active;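 active = mean inhibition across replicates of 30% or more, whatever share of single replicates reach that level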;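 note: absorbance from insulin aggregation driven by PDI reduction with DTT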
Target sequence (P07237 whole entry, looked up): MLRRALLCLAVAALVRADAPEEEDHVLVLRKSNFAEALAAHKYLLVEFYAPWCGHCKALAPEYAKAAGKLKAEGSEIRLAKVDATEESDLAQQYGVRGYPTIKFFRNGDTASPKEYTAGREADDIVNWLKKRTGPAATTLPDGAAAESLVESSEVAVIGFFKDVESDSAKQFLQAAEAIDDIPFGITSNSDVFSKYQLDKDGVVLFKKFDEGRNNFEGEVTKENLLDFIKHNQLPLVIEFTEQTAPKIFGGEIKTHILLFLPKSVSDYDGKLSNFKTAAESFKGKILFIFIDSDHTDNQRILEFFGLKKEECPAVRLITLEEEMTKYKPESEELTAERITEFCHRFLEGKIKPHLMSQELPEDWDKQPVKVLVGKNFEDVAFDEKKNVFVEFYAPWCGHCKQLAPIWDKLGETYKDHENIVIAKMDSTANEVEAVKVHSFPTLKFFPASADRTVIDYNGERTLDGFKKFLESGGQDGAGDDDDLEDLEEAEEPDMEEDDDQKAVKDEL
NR2E3 ag-1: NR2E3 (human) agonism; Q9Y5X4; GST-NR2E3/biotin-RetCOR TR-FRET, 1536-well; inhibition of corepressor binding, % at 4.78 µM; 320,000 tested, 0.12% active; AID 2300;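 active = percent inhibition above the cutoff of mean plus 3 SD of all tested compounds, set per screening campaign, cut at about 20% in these data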;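 note: 0% = DMSO wells and 100% = biotin wells as full block of FRET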
Target sequence (Q9Y5X4 whole entry, looked up): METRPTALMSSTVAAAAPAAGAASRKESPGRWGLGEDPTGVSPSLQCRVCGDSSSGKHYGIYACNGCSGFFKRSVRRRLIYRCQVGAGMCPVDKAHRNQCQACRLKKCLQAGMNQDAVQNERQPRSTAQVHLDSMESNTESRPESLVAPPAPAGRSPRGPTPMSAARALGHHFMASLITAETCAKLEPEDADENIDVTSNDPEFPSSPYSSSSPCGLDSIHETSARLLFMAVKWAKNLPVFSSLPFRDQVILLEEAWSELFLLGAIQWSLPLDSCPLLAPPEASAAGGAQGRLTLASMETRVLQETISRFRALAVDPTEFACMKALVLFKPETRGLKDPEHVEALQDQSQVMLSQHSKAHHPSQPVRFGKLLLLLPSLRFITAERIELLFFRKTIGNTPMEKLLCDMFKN
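Test system: GST-NR2E3 and biotin-RetCOR proteins | Quantity: 1.35 nM GST-tagged NR2E3 final | Medium: Tris pH 7.5 | Also added: 7 nM biotin-RetCOR | Dosing: Compound at 4.8 µM, single dose | Timing: 5 h at 4 °C | Detection: Time-resolved FRET | Read-out basis: Percent inhibition | Benchmarks: Biotin wells as high control, 0.6% DMSO wells as low control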
Vif inh: inhibitors of HIV Vif; inhibition, % at 7.49 µM; HEK293T cells, Vif self-association by quenched fluorescence, imaging, 24 h; AID 602346; 340,000 tested, 0.35% active; in the data active = inhibition above about 50%, passing the limit was not always enough; note: some results filed as inactive read as strong as hits
KKLEB tox: CF airway cell cytotoxicity counter-screen; KKLEB CF airway cells viability, ATPlite luminescence, overnight; hits give low values; cells stimulated with P. aeruginosa culture filtrate; activity change (cytotoxicity), % at 5 µM; 360,000 tested, 0.36% active; AID 602141;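 active = corrected activity change at or below -50% at 5 µM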
CF NFkB block: inhibitors of cystic fibrosis induced NF-kB; inhibition, % at 5 µM; 360,000 tested, 0.86% active; AID 588850; KKLEB NF-kB-GFP reporter, PAF-induced, GFP fluorescence overnight;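 active = at least 50% inhibition at 5 µM, scaled per plate between neutral and stimulator controls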;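 note: PAF is a Pseudomonas aeruginosa culture filtrate used as stimulus; plate controls were PAF-stimulated DMSO wells for no effect and unstimulated DMSO wells for full effect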
Shn3 inh set2: inhibitors of Schnurri-3 3'UTR reporter in osteoblasts; Clone20 osteoblast Shn3 3'UTR firefly luciferase, 24 h; inhibition, % at 12.5 µM; 360,000 tested, 0.52% active;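 active = mean inhibition of at least 75% with every replicate also reaching 75%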;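 note: 0% = median of neutral control wells and 100% = pilot-screen positive control compound; some compounds past the cut are filed as inactive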
NR2E3 ag-2: human photoreceptor-specific nuclear receptor agonism; CHO-S Gal4-NCOR/VP16-NR2E3 two-hybrid, luciferase; 360,000 tested, 0.35% active; inhibition of corepressor binding, % at 3.98 µM; Q9Y5X4; AID 602229;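 active = inhibition above the mean of all tested compounds plus 3 SD, cut at about 70% in these data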;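 note: 0% = DMSO with NR2E3 transfected cells and 100% = cells lacking NR2E3 construct; higher means lower luciferase signal from less NR2E3 corepressor binding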
Peg3 promoter: reduces Peg3 promoter-driven luciferase expression in HeLa. HeLa PEG-Prom luciferase reporter, luminescence, overnight. inhibition, % at 20 µM. 360,000 tested, 1.7% active;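 active = inhibition of at least 50% at 20 µM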
Starred values were filed as active, the others as inactive; . = no result given.

structure,HIF-2a inh,CaV13 ICDI inh,TRPM1 prom inh,PDI turbidity,NR2E3 ag-1,Vif inh,KKLEB tox,CF NFkB block,Shn3 inh set2,NR2E3 ag-2,Peg3 promoter
O=C(Nc1cccc(NC(=O)c2ccccc2Cl)c1)c1ccco1,-3,-7,16,8,1,-8,-21,25,23,-20,6
Cc1ccc(/C=C/C(=O)Nc2cc(S(=O)(=O)N3CCOCC3)ccc2N2CCOCC2)cc1,-5,-5,-6,-8,-1,4,-3,-8,7,1,11
O=C(NC1CCCCC1)c1ccc(N2CCCC2=O)cc1,-112,-4,-22,-11,-1,15,2,-6,-12,-37,-80
COC(=O)c1cn(C(=O)c2ccc(C)cc2)c2ccccc12,-16,-6,6,-11,-1,14,-7,-4,6,-18,3
CCOc1ccc(NC(=O)c2cc3ccccc3cc2OC)cc1,-224,0,-32,-1,1,0,-9,18,-76,-144,-212
CCN(CC)c1ccc(NC(=O)Nc2cccc(C(C)=O)c2)cc1,-161,-5,-35,0,-8,-24,-7,3,-19,-22,-177
CC(Sc1nnc(C2CC2)n1C1CC1)C(=O)NCc1cccs1 (configuration not stated),-1,-6,-1,7,.,-7,15,-17,-2,0,-1
COc1cccc(C(=O)Nc2ccc(C(=O)NCC3CCCO3)cc2)c1 (configuration not stated),20,-5,-16,-1,-1,1,4,6,2,-60,-6

Some of these compounds in order of molecular weight, highest first.
structure,HIF-2a inh,CaV13 ICDI inh,TRPM1 prom inh,PDI turbidity,NR2E3 ag-1,Vif inh,KKLEB tox,CF NFkB block,Shn3 inh set2,NR2E3 ag-2,Peg3 promoter
COc1cccc(C(=O)Nc2ccc(C(=O)NCC3CCCO3)cc2)c1 (configuration not stated),20,-5,-16,-1,-1,1,4,6,2,-60,-6
CCOc1ccc(NC(=O)c2cc3ccccc3cc2OC)cc1,-224,0,-32,-1,1,0,-9,18,-76,-144,-212
COC(=O)c1cn(C(=O)c2ccc(C)cc2)c2ccccc12,-16,-6,6,-11,-1,14,-7,-4,6,-18,3

Continuation:
structure,HIF-2a inh,CaV13 ICDI inh,TRPM1 prom inh,PDI turbidity,NR2E3 ag-1,Vif inh,KKLEB tox,CF NFkB block,Shn3 inh set2,NR2E3 ag-2,Peg3 promoter
COc1ccc(/C(O)=C/Sc2nnc(Cc3ccccc3)o2)cc1,-16,-6,-7,-2,3,-4,-1,-26,-1,-12,6
CCc1nnc(NC(=O)CSc2nnc(-c3cc4ccccc4cc3O)n2CCOC)s1,9,-3,3,-4,1,-4,15,7,2,-8,15
COc1ccc(NC2=Nc3ccccc3N3C2=Nc2c(c(C)nn2-c2ccc(C)cc2)C3c2cccnc2)cc1 (configuration not stated),-9,-8,4,-5,2,11,27,-15,-3,-9,15
Cc1cccc2sc(NC(=O)C3CCCN(S(=O)(=O)c4cccc5nonc45)C3)nc12 (configuration not stated),5,-3,11,-4,-4,-3,-12,8,5,-18,9
CCOc1ccc(S(=O)(=O)NCCC(=O)OCN2C(=O)c3ccccc3C2=O)cc1,6,-4,-7,-2,3,-3,-5,6,-19,-5,8
COc1ccc(CCCNC(=O)C2CCC(=O)N(CCc3cccc(F)c3)C2)cc1 (configuration not stated),-16,-4,4,-1,2,12,-2,12,23,-7,-13
CC1CCN(CCC(=O)NN)CC1,20,-2,-2,-7,4,1,-16,27,-13,22,2
N#CCC(=O)Nc1ccc(C(=O)N2CCN(S(=O)(=O)c3ccc4ccccc4c3)CC2)cc1,3,-4,-2,-26,1,-2,1,9,-22,-15,-113
COc1cccc(NC(=O)C2CC(=O)OC23CCOC(C)(C)C3)c1 (configuration not stated),24,.,3,-9,0,-3,1,-13,3,-2,20
CCOC(=O)C1CCN(C(=O)c2c(C)oc3c2C(=O)c2ccccc2C3=O)CC1,15,-6,.,-7,2,.,-7,62*,1,2,16
Cc1nnc(NC(=O)Oc2ccccc2)s1,3,.,4,3,1,3,15,-23,0,0,4
O=C(NCCC(=O)N1CCN(c2ccccn2)CC1)c1ccc(Cl)cc1,3,-15,.,6,.,-5,1,-3,-12,-19,1
CC(=O)Nc1cc(-c2ccc(C(=O)N3CCOCC3)cc2)cn2c(-c3cccc(C(F)(F)F)c3)cnc12,17,-5,.,-2,.,-3,-1,-10,-23,-15,10
Cc1cccc(N(C(=O)CNC(=O)c2cccs2)C(C(=O)NC2CCCC2)c2cccnc2)c1 (configuration not stated),-1,.,15,-6,0,-1,20,-5,4,-13,7
CNC(=O)N(O)C1N(NC(=O)Nc2ccccc2)C(=S)SC1(C)C (configuration not stated),1,1,2,-3,-2,-1,0,14,-3,-7,0
Cc1ccc(NC(=O)CN2C(=O)S/C(=C/c3ccc(O)c([N+](=O)[O-])c3)C2=O)cc1C,-4,-4,-12,1,.,5,-11,16,-6,-26,6
CCOC(=O)C1CCCN(S(=O)(=O)c2cccs2)C1 (configuration not stated),1,-9,11,-3,-3,0,2,-12,-2,-1,7
COc1cccc(-c2nc(N3CCCCC3)c3ccccc3n2)c1O,-6,-1,21,6,3,.,-10,11,13,-39,16
CN=C1S/C(=C\c2ccc(SC)cc2)C(=O)N1C,-200,-3,-52,-3,2,10,12,-6,-19,-35,-285
CCOc1ccc(-n2c(Cc3cc(=O)[nH]c(=O)[nH]3)nnc2SCc2cccnc2)cc1,14,-14,-9,-8,2,-5,2,-32,-1,2,-3
COc1ccc(OC)c2[nH]c(=O)c(CCNC(=O)c3cc4ccccc4o3)cc12,20,-6,.,-36,4,10,-15,-24,16,-2,23
Cc1ccc(NC(=O)CN2CCc3cc4c(cc3C2)OCCCO4)cc1,-49,-7,6,7,-1,-1,10,-13,10,-14,-8
O=C(NCc1ccco1)c1ccc(=O)oc1,12,.,6,2,0,5,0,13,-13,16,15
S=c1[nH]nc(-c2ccncc2)n1/N=C/C(Cl)=C\c1ccccc1,-134,-21,-69,5,3,4,-13,73*,-31,5,-83
O=[N+]([O-])c1cc(S(=O)(=O)N2CCCC2)ccc1NCCCN1CCOCC1,18,-3,-4,7,2,-3,3,3,-15,13,3
Oc1ccc(C[C@H]2CN([C@@H](Cc3ccccc3)CN3CCC[C@@H]3CN3C(=S)NC[C@@H]3Cc3ccccc3)C(=S)N2CC2CCCCC2)cc1,0,-5,.,.,.,23,-10,24,-5,-7,-1
Cc1ccc2nc(CSc3nnc4ccccn34)cc(=O)n2c1,-22,-3,-29,-4,0,0,0,3,-8,-2,-22
COc1cc(/C=C(/C#N)c2ccc(F)cc2)ccc1Oc1ccc([N+](=O)[O-])cn1,-17,-5,12,8,2,1,15,-47,49,-21,5
Cc1ccc2oc(C(=O)N3CCN(C)C[C@@H]3C(C)C)c(C)c2c1,-72,-5,-14,-2,3,-1,-4,11,-17,-13,-30
CCCCOC(=O)C1=C(C)N(C)C(=O)NC1c1cc2c(cc1Br)OCO2 (configuration not stated),22,-4,.,2,.,1,-7,7,14,-21,9
CCN(CCCNC(=O)CN(C)S(=O)(=O)c1cccc2nsnc12)c1ccccc1,13,-4,1,1,2,-2,-4,12,12,-2,21
Cc1cccc(C(=O)Nc2nnc(Cc3c[nH]c4ccccc34)s2)c1,-88,-12,19,-7,1,-2,12,9,-36,-7,-26
Cc1ccccc1CN1CCC(CNC(=O)C2CCCN(c3ncnc4c3nc3n4CCCCC3)C2)CC1 (configuration not stated),14,-5,-15,4,3,-5,-1,-14,18,-19,9
Cc1ccc(C(=O)N2CCCC2)cc1Br,8,-6,-11,2,3,-6,-2,22,3,-2,7
COC(=O)c1cc(O)cc(OC)c1Oc1cc(C)cc(O)c1C(=O)O,18,.,36,.,11,35,20,-14,56,-39,-49
NS(=O)(=O)c1ccc(NC(=O)COC(=O)Cc2ccc(Cl)cc2)cc1,12,3,3,1,-2,6,14,-3,0,19,8
CCc1cccc(CC)c1NC(=O)CSc1nnc(C2CC2)n1C,12,-7,6,-5,6,17,5,-13,8,-9,7
O=c1[nH]c(NCCO)nc2c1C1(CCCC1)Cc1ccccc1-2,25,-5,10,1,-1,-9,6,0,-8,-6,8
CCC1CCCCN1C(=O)c1noc(C(C)C)c1[N+](=O)[O-] (configuration not stated),2,-4,3,-3,2,-3,9,-2,-30,8,3
COC(=O)c1sc(-c2ccc(C(C)(C)C)cc2)cc1NC(=O)c1ccccc1C(=O)O,-130,-4,-41,-2,2,1,0,-5,-78,-98,-52
COc1ccc(CN(C(=O)CN2C(=O)NC3(CCC(C)CC3)C2=O)C(C)Cc2cccs2)cc1 (configuration not stated),-4,-6,7,0,1,0,-8,18,0,-9,9
COC(=O)C1=C(C)C(c2ccc(OC)cc2OC)NC(=O)N1 (configuration not stated),12,.,-2,-4,-2,2,6,-11,5,-7,16
C=CCN(C(=O)c1cccc(C(F)(F)F)c1)C1(C(=O)Nc2ccccc2)CCN(C(C)C)CC1,2,-4,-6,0,-1,10,-17,24,6,-37,6
Cc1ccc(S(=O)(=O)Nc2nc(C)c(C(=O)NNS(=O)(=O)c3ccccc3)s2)cc1,3,-5,-1,-3,1,0,-5,-6,-4,-12,-2
COCCNC(=O)CN(Cc1ccccc1)C(=O)CCC(=O)Nc1nccs1,20,-2,-6,8,8,-13,-6,-2,-12,-2,-1
Cc1cnc(C(=O)OCC(=O)NC2CCCC(C)C2C)cn1 (configuration not stated),6,.,12,-9,-1,-19,-6,2,-9,5,7
